# From PubChem BioAssay
# Pf gamet viab: kills late stage P. falciparum gametocytes; P. falciparum stage V gametocytes, ATP luminescence, 24 h; inhibition, % at 10.9 µM; 150,000 compounds, 0.065% hits;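 active = inhibition above the mean plus 3 SD of compounds within the control limits, set per campaign, cut at about 38% in these data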;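 also: 0% = DMSO wells and 100% = medium only without gametocytes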
# RGS8-Gao: regulators of human RGS8-Galphao interaction. P09471. multiplexed bead flow cytometry, RGS8-Galphao binding; actives lie on both sides. response (percent of control binding), % at 10 µM. 220,000 compounds, 0.34% hits. AID 1423; in the data active = response below about 60% or above about 140%; inactive = in between;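 also: Galphao activated as the GDP aluminium fluoride complex binding bead-coupled RGS8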
# Target sequence (P09471 whole entry, looked up): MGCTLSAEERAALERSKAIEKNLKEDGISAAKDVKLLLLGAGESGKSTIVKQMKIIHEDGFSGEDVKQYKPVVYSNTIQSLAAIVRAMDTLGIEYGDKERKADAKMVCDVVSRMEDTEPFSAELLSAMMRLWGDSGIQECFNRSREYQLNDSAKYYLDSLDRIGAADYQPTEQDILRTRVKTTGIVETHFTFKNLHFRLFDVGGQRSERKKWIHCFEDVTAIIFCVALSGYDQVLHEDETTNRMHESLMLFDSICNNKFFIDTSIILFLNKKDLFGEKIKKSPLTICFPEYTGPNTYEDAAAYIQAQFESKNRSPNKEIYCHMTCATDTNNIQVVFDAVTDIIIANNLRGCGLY
# Mcl1 Noxa PPI: Mcl-1/Noxa interaction inhibition; Q07820; TR-FRET Mcl-1/Noxa peptide binding, 2 h; inhibition, % at 21.7 µM; 220,000 compounds, 1.5% hits; AID 1022;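 active = compounds that cut the protein-peptide binding signal by more than 50% relative to plate controls in a single-dose test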;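 also: His-tagged Mcl-1 with rhodamine Noxa BH3 peptide and terbium anti-His antibody; 0% = Mcl-1 plus Noxa peptide wells and 100% = peptide-only wells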
# Target sequence (Q07820 whole entry, looked up): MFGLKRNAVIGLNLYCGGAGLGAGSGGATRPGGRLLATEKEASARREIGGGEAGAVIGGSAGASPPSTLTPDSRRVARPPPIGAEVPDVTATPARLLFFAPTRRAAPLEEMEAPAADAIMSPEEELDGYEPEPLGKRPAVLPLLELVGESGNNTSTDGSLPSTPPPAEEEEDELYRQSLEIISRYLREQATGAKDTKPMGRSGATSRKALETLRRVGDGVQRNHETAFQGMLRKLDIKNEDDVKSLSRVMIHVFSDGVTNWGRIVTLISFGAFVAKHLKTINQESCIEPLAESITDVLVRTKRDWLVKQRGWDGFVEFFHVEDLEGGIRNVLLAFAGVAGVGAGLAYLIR
# Mcl1 Bid PPI: disrupts binding of human Mcl-1 to Bid peptide; 220,000 compounds, 0.97% hits; TR-FRET Mcl-1/Bid-Dy647 peptide binding, 1536-well; inhibition, % at 21.7 µM; AID 1021;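 active = compounds that cut the binding signal by more than half at the single screening dose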;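 also: His-tagged Mcl-1 with europium anti-His antibody binding Bid BH3 peptide; 0% = Mcl-1 plus peptide wells and 100% = peptide-only wells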
# Numbers without * were called inactive; & = joins results of further samples; [ ] = dose if it differs, or a comment. The list is partial; count on the stated rates, not on these rows.
mol,Pf gamet viab,RGS8-Gao,Mcl1 Noxa PPI,Mcl1 Bid PPI
Cc1cccc(OCc2nnc(SCC(=O)Nc3nccs3)o2)c1,-4.5,99.2,-5.4,-30.7
CCOC(=O)Cn1c(C)[n+](CC(=O)c2ccccc2)c2ccccc21,14.7,99.8,13.5,-13.0
Cc1nc(-c2ccc(S(=O)(=O)NCc3ccccn3)s2)cs1,-25.9,98.9,15.1,-9.1
Cn1cc(Br)c(-c2cccc(NC(=O)CC(C)(C)CC(=O)O)c2)n1,-2.3,101.8,14.1,-0.4
O=C(Cc1ccccc1)NNC(=S)NC(=O)c1cccs1,23.8,100.1,-115.5,-286.7
COc1ccc(C(C#N)=C2C=CC(=NO)C=C2)cc1,-7.3,101.3,6.4,-7.5
Brc1ccc(/C=N/n2cnnc2)s1,-7.0,102.9,23.9,4.3
Cc1cc(NC(=O)c2cccs2)no1,-9.1,100.6,-3.7,-25.4
O=C(NCCc1csc(-c2ccccc2)n1)c1ccco1,9.7,100.3,8.8,-5.2
COc1ccc(S(=O)(=O)Nc2ccccc2N2CCOCC2)cc1[N+](=O)[O-],3.3,102.1,2.2,-45.8
CCCCNc1ccc(C(=O)O)cc1,-2.1,100.3,6.6,-57.4
Cc1csc(Nc2ccc(C(=O)O)cc2)n1,9.6,104.5,10.5,-75.9
Cc1onc(-c2ccccc2Cl)c1C(=O)Nc1ccc(Cl)cn1,-24.1,101.8,-7.6,-2.5
CCOC(=O)c1c(O)c2ccccc2oc1=O,-3.4,94.2,4.2,-6.2
C#CC(C)OC(=O)Nc1cnccc1C(F)(F)F (stereo unspecified),-39.6,102.8,-1.5,0.7
COc1cccc(/C=N/NC(=O)C(C)Cn2cnc3ccccc32)c1 (stereo unspecified),-7.3,98.3,-4.4,-18.3
Cc1ccc(S(=O)(=O)N2CCN(c3ccc([N+](=O)[O-])cn3)CC2)cc1,-7.7,104.0,12.5,-15.8
Fc1ccccc1-c1nc(-c2cnccc2C(F)(F)F)no1,-4.4,97.2,13.9,27.5
C[C@@H]1CC=C[C@H]2[C@H]1C(=O)N(Cc1ccccc1)[C@H]2c1ccc(Br)cc1F,6.0,105.4,-14.7,-39.8
N#Cc1c(Cl)cccc1N1CCC(C(N)=O)CC1,9.4,98.1,-21.7,-10.2
Nc1nc(SCC(=O)c2c(N)n(Cc3ccccc3)c(=O)[nH]c2=O)n[nH]1,-6.8,103.6,14.0,-23.2
C=C1CCN([C@H](C(=O)NCc2ccccc2)C(C)C)S(=O)(=O)c2ccccc21,-18.2,99.9,28.3,-100.3
O=C(c1ccco1)N1CCN(Cc2cn[nH]c2-c2cccc3ccccc23)CC1,-7.0,97.5,-7.1,-26.0
COc1cccc2cc(C(=O)C3=C(O)C(=O)N(CCN(C)C)C3c3ccc(Cl)cc3)oc12 (stereo unspecified),-4.8,89.7,5.8,-81.0
OC1(C#CCN2CCCC2)c2ccccc2-c2ccccc21,1.7,98.3,-22.3,-18.3
COc1ccc(C2/C=C\CN(C(=O)C3CCCC3)CC(=O)N2Cc2ccc(F)cc2)cc1 (stereo unspecified),-32.2,100.6,-2.6,-32.2
CC(OC(=O)CN1C(=O)C2C3C=CC(C4CC34)C2C1=O)C(=O)c1ccccc1 (stereo unspecified),-15.7,96.6,-4.2,-0.6
O=c1c(/C=N/O)coc2ccc(Cl)cc12,-7.1,103.3,4.2,-23.8
COc1ccc(-c2nnc(SCC(=O)NCCc3ccc(S(N)(=O)=O)cc3)o2)cc1OC,-2.6,99.7,-6.6,-10.1
CC(O)[C@H]1CNC(=S)N1CCc1cccc(F)c1 (stereo partly specified),-21.6,102.6,-4.6,-61.2
N#Cc1c(C(F)(F)F)cc(-c2cccs2)nc1SCC(=O)O,1.5,124.2,-9.4,-3.7
O=C(CN1C(=O)c2ccccc2C1=O)Nc1ccccc1N1CCOCC1,-15.1,99.8,5.8,-7.0
CC(C)(C)C(=O)NNC(=O)c1cnccn1,17.5,105.0,-14.9,-20.4
Cc1cccc(N(Cc2cc3cc(C)ccc3[nH]c2=O)C(=O)c2cccs2)c1,-3.3,100.2,-4.2,-38.1
CCCCC(C(=O)O)C(C)CC(=O)Nc1nncs1 (stereo unspecified),11.5,93.8,25.6,-13.0
COC(=O)c1c(NC(=O)CCNCc2ccco2)sc2c1CCC2,-3.0,100.5,26.6,15.8
COC(=O)c1cccc(N2CCCC2=O)c1,-14.1,102.2,10.2,-27.2
N#Cc1c(N(CCO)CCO)nc(N)c2c(N)nc3c(c12)CC(=O)N3CC1CCCO1 (stereo unspecified),-26.3,90.1,14.1,-21.6
Cc1ccc(C2C(C#N)=C(N)OC3=C2C(=O)CC(C)(C)C3)s1 (stereo unspecified),-8.9,98.8,-17.5,-38.2
CC(=O)N1CCN(c2nc(N)c(C#N)c(CC#N)c2C#N)CC1,15.0,101.9,19.7,0.8
NC(=O)CNC(=O)c1ccc(Cl)cc1,1.0,99.2,-4.0,-15.2
COc1ccc(C(=O)N2CC3(CC(c4cccc(NC(=O)COc5ccc(Cl)cc5)c4)=NO3)C[C@@H]2C(N)=O)cc1 (stereo partly specified),-8.5,103.3,-16.9,-18.1
COC(=O)C1C(c2ccccc2)C=CC(c2ccccc2)C1C(=O)O (stereo unspecified),2.3,104.3,2.9,-31.3
O=C(O)CCC(=O)N1CCC(n2nnc3cc(C(F)(F)F)ccc32)CC1,2.4,96.8,-3.0,-13.6
CSc1ncc(-c2ccc(Cl)cc2)[nH]1,-10.4,100.0,10.5,-32.1
CN(C)c1ccc(/C=N\NC(=O)c2cccc3cc[nH]c23)cc1,-6.7,92.6,14.1,-103.1
Cc1cc(OCC(=O)c2cccc(C(F)(F)F)c2)n2cnnc2n1,18.3,100.0,-5.1,-8.4
S=C(NCC1CC1)N/N=C/c1ccccc1Cl,-13.1,103.7,23.4,-18.0
CC(=O)Nc1ccc(S(=O)(=O)Nc2nc(C)nc3sc4c(c23)CCC4)cc1,1.1,101.2,5.5,-30.4
CC(C)Nc1nc(Cl)nc(N(C#N)CN2C(=O)c3ccccc3S2(=O)=O)n1,17.9,94.2,-3.2,8.4
COc1ccc2[nH]c(=O)c(CN(C(=O)c3cccnc3)c3ccccc3C)cc2c1,17.1,142.0*[activator],10.9,-11.7
O=C(CSc1nnc(-c2ccc(C(F)(F)F)cn2)o1)Nc1ccccc1Cl,-13.0,97.8,-23.6,-54.6
Cc1nc2c(c(=O)c3ccccc3n2C)c(=O)n1-c1ccc(F)cc1,5.2,95.4,-3.1,-9.8
CCN1C/C(=C/c2cccs2)c2nc3ccccc3c(C(=O)O)c2C1,8.1,97.6,43.5,30.5
COc1ccccc1/C=C/C(=O)NCC(=O)n1nc(C)cc1C,1.6,100.1,-10.0,-18.8
CCOC(=O)CC(=O)CSc1nccc(-c2cccnc2)n1,9.8,102.9,-20.9,-41.5

# Three compounds out of the list above, sorted by the value under Mcl1 Noxa PPI, ascending.
SMILES | Mcl1 Noxa PPI
O=C(CSc1nnc(-c2ccc(C(F)(F)F)cn2)o1)Nc1ccccc1Cl | -23.6
CC(C)Nc1nc(Cl)nc(N(C#N)CN2C(=O)c3ccccc3S2(=O)=O)n1 | -3.2
CC(=O)Nc1ccc(S(=O)(=O)Nc2nc(C)nc3sc4c(c23)CCC4)cc1 | 5.5

# Later entries.
mol,Pf gamet viab,RGS8-Gao,Mcl1 Noxa PPI,Mcl1 Bid PPI
CCOC(=O)CC1COCCN1Cc1cn[nH]c1-c1cc(OC)c(OC)c(OC)c1 (stereo unspecified),-5.1,101.2,4.6,-6.2
NC(=O)[C@H]1CC2(CC(c3cccc(NC(=O)COc4ccc(Cl)cc4)c3)=NO2)CN1C(=O)c1ccccc1C(=O)c1ccccc1 (stereo partly specified),2.1,92.8,-41.8,-4.0
O=C(c1ccc(Cl)cc1)N1CCc2c([nH]c3ccccc23)C1C(F)(F)F (stereo unspecified),-7.6,102.2,-0.1,-0.6
COc1ccc(/C(C)=N/NC(=O)CNC(=O)Cc2ccccc2)c(OC)c1,-3.4,94.4,-8.9,-10.6
Cc1ccc(Oc2ccc(C(F)(F)F)cc2[N+](=O)[O-])c([N+](=O)[O-])n1,18.4,99.0,-11.2,-9.8
Cn1c2ccccc2c(=O)c2c(=O)n(-c3ccccc3)c(-c3ccc(C(C)(C)C)cc3)nc21,3.0,99.8,-5.9,21.5
COc1ccc(CN2CCN(Cc3ccon3)CC2CCO)c(C)c1C (stereo unspecified),-2.8,101.4,6.3,-53.4
COC(=O)CSc1nc(N2CCOCC2)c2c(c1C#N)CCCC2,-17.4,101.9,18.2,-18.7
Cc1ccc(NC(=O)CSc2nnc(CCC(=O)O)c(=O)[nH]2)cc1,9.2,99.8,-0.7,-13.5
CC[C@@H](C)[C@@H](C(=O)N1CCN(C(=O)OC(C)(C)C)CC1)n1cc(CCC(=O)O)nn1,14.6,98.7,-6.5,-38.9
S=c1[nH]nc(-c2ccc3ccccc3n2)n1-c1ccc2c(c1)OCCO2,-25.6,98.3,14.5,-37.3
Cc1nc(SCc2ccccc2)c2oc3ccccc3c2n1,-24.5,100.6,-23.9,-1.6
Cc1ccc(Cl)cc1NC(=S)NN,-9.4,102.5,9.0,-39.9
c1ccc2c(c1)cnc1ccccc12,-8.6&-23.6,103.5,-11.1,-27.7
O=S(=O)(c1cnc(Cl)c(Br)c1)N1CCN(c2ncccn2)CC1,9.9,104.2,1.0,4.9
COc1ccc(-n2nc(C)c3sc(C)nc3c2=O)cc1,-17.6,100.8,9.1,-9.4
C[C@@H](Oc1ccccc1)c1nnn(Cc2ccccc2)c1-c1c([C@@H](C)Oc2ccccc2)nnn1Cc1ccccc1,5.1,102.9,-16.5,-22.4
CCOc1ccc2c(c1)S/C(=C\c1cccs1)C(=O)N2,13.4,99.8,15.6,-54.7
Cc1cc(C)c2cc(C(=O)N3CCC(C(=O)c4ccc(F)cc4)CC3)[nH]c2c1,-10.5,100.8,-5.8,8.1
COC(CSc1ncnc2c1oc1nc3c(cc12)COC(C)(C)C3)OC,-12.6,116.3,-9.0,13.7
Cc1cc2c(NC(=O)Nc3ccc(C(C)(C)C)cc3)cccc2nn1,4.9,101.4,0.7,2.2
CCN(CC)c1nc2ccccc2[nH]c1=O,8.4,102.0,8.1,-12.9
CC(C)(C)NC(=O)C(c1ccncc1)N(Cc1cccs1)C(=O)c1csnn1 (stereo unspecified),-12.3,97.6,3.6,-87.6
COc1ccc(N)cc1S(=O)(=O)Nc1ccccc1Cl,4.0,106.5,-8.9,-152.9
O=C(N/N=C/C=C/c1cccc([N+](=O)[O-])c1)c1ccncc1,6.6,99.3,-13.6,-14.9
CCn1ccnc1CN(C)Cc1nc(-c2ccc(C(=O)OC)cc2)no1,23.1,101.5,-12.3,-11.9
CCC(=O)Nc1ccc2nc(C3CC3)n(Cc3ccc(C(C)(C)C)cc3)c(=O)c2c1,26.3,102.6,10.2,3.1
CCN(CC)CC(C)(C)COC(=O)c1oc2ccccc2c1C,0.5,104.5,4.0,-27.5
COC(=O)c1ccc(C2=NOC(C)(c3sc(-c4ccccc4)nc3C)C2)cc1 (stereo unspecified),-18.1,99.9,-7.4,-25.4
Cc1onc(-c2ccc(Cl)cc2)c1-c1ccnc(SCC(=O)Nc2ccc(C(C)C)cc2)n1,18.2,101.3,-11.8,-12.7
Cc1cc(C)c(S(=O)(=O)N2CCOC2CNC(=O)C(=O)NCCCn2ccnc2)c(C)c1 (stereo unspecified),-5.6,98.0,-10.3,-38.6
O=S(=O)(Nc1n[nH]c(C(F)(F)F)n1)c1ccccc1,10.6,100.9,2.4,-11.3
CCCOC1CCCN(Cc2nc(-c3ccc(C(=O)OC)cc3)no2)C1 (stereo unspecified),7.0,104.9,-1.3,-0.8
O=C(N=c1ccn(-c2nc3ccccc3nc2NS(=O)(=O)c2ccc(Cl)cc2)cc1)c1cccs1,17.9,98.9,-97.2,-117.9
O=C(O)/C=C/c1ccc(-n2ccnc2)cc1,-0.5,99.4,-3.7,-9.9
Cn1c(=O)n(C)c2cc(/C=N/NC(=O)c3ccc(Cl)cc3)ccc21,-5.0,102.9,-2.3,-9.9
c1ccc(Sc2ncccn2)nc1,11.5,127.9,0.6,-16.4
S=C(Nc1ccccc1)N1CCCN1c1ccccc1,-16.2,96.7,7.2,-23.4
O=C(NCCN1CCCCC1)c1ccc(Oc2cc(Cl)cc(Cl)c2)o1,-1.3,102.8,-4.0,3.4
CCOC(=O)Cc1csc(NC(=O)Nc2ccc(OC(F)(F)F)cc2)n1,-15.3,97.3,-13.7,-11.4
O=C1NC(NS(=O)(=O)c2ccc(Cl)cc2)(C(F)(F)F)C(=O)N1CCc1ccccc1 (stereo unspecified),-10.0,98.2,-4.9,-4.8
